LMPTP block: blocks human LMPTP phosphatase; P24666; recombinant LMPTP-A, OMFP fluorogenic substrate, fluorescence intensity; inhibition, % at 20 µM; hit rate 0.22% among 360,000; AID 651560;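 active = compounds that cut the enzyme signal by at least half of the control window in the single-dose screen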;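 note: plate controls were DMSO wells with enzyme plus substrate for no effect and substrate without enzyme for full effect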
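material = LMPTP-A | quantity = 0.625 nM enzyme | reagent = OMFP substrate, 400 µM final | buffer or medium = Bis-Tris pH 6.0, DTT, detergent | detection = endpoint fluorescence intensity from OMFP dephosphorylation | dosing = single 20 µM dose | read-out basis = % inhibition relative to no-enzyme and uninhibited control wells | control set = no-enzyme and uninhibited controls | timing = 50 min at room temperature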
Neddyl block: inhibitors of human cullin neddylation | calls only at 25 µM | hit rate 0.58% among 360,000 | P61081+Q13564 | TR-FRET cullin neddylation, biochemical | AID 651699; in the data active = inhibition above about 36%
Tb MetRS inh: blocks T. brucei methionyl-tRNA synthetase activity | purified T. brucei MetRS, ATP depletion, Kinase-Glo luminescence | inhibition, % at 11.9 µM | hit rate 0.4% among 360,000;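 active = inhibition above a per-plate cutoff of the control wells' mean inhibition plus 3 SD, cut at about 5.5% in these data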;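 note: 0% = DMSO wells median and 100% = median of wells with control inhibitor compound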
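Assay system: T. brucei methionyl-tRNA synthetase, purified | Medium: HEPES buffer with MgCl2, KCl, DTT, spermine, BSA, pyrophosphatase | Compound: 11.9 µM single point | Incubation: 15 min enzyme-compound preincubation, 2 h reaction, 10 min detection, 25 °C | Measured by: Kinase-Glo luciferase luminescence reporting remaining unconsumed ATP | Measure: % inhibition normalized to control-well medians | Replication: Singlicate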
SUMO1 PPI mod: SUMO1-SIM interaction modulation | P63165 | SUMO1 binding to a labelled peptide, TR-FRET, 1 h | inhibition, % at 20 µM | hit rate 0.33% among 360,000 | AID 602429; in the data active = inhibition above about 37%
DNMT1 inh: blocks human DNA methyltransferase DNMT1; P26358; DNMT1 molecular beacon, Hinp1I cleavage, fluorescence; inhibition (reported as % activation of signal), % at 10 µM; hit rate 0.83% among 360,000; AID 588458; in the data active = inhibition above about 50%
STEP inh: inhibitors of human striatal-enriched phosphatase STEP; recombinant STEP, OMFP fluorogenic substrate, fluorescence; inhibition, % at 20 µM; hit rate 0.25% among 360,000; AID 588621;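 active = inhibition at 20 µM, scaled per plate between control wells, above about 37%, limit read from the data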;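 note: 0% = DMSO with enzyme and substrate and 100% = substrate only without enzyme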
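Assay system: isolated STEP enzyme / Timing: 20 min at room temperature, dark / Doses: 20 µM, 1% DMSO / Technique: fluorescence intensity, excitation 480 nm, emission 540 nm / Reagent: fluorogenic phosphatase substrate OMFP at 25 µM final / Measure: percent inhibition scaled to no-enzyme and uninhibited-enzyme controls, plate-pattern corrected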
SKN-1 block: C. elegans SKN-1 inhibition | C. elegans VP596 Pgst-4::GFP/RFP ratio, acrylamide-induced, 24 h | inhibition, % at 21.8 µM | hit rate 0.49% among 360,000;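 active = interference check ratio from 0.5 to 1.5 plus GFP to RFP signal ratio inhibition reaching or exceeding a fixed threshold, cut at about 30% in these data, passing the limit was not always enough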; note: some compounds called inactive have numbers as strong as hits
Scp1 inh: inhibitors of human Scp-1 phosphatase; Q9GZU7; Recombinant Scp1, phosphopeptide, malachite green phosphate absorbance; inhibition, % at 20 µM; hit rate 0.88% among 340,000; AID 493091;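 active = inhibition above about 50% at 20 µM, limit read from the data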;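 note: plate controls were DMSO wells with enzyme for no effect and wells lacking enzyme for full effect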
Target sequence (Q9GZU7 76-261 limits assumed): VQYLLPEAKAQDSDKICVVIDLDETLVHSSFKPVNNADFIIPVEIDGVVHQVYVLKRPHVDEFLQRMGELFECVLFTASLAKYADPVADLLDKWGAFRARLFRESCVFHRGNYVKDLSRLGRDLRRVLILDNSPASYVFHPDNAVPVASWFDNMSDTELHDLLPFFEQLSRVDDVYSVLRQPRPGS
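Test system – truncated SCP-1 phosphatase (76-261aa) · Reagent – Phosphorylated 17-residue peptide substrate · Incubation – 45 min room-temperature reaction, 5 min colour, 30 min stabiliser · Detection – colorimetric phosphate reagent with accelerator and stabiliser, absorbance at 630 nm · Measure – % inhibition at 20 µM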
CendR NRP1 mod: alters CendR peptide binding to human NRP-1; hit rate 0.85% among 360,000; inhibition, % at 25 µM; FAM-RPARPAR peptide binding to NRP-1, fluorescence polarization;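 active = inhibition or corrected inhibition above about 18%, plus a signal ratio from 0.5 to 1.5, limit read from the data, passing the limit was not always enough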; note: strong numbers were not always called active
Target sequence (O14786 whole entry, looked up): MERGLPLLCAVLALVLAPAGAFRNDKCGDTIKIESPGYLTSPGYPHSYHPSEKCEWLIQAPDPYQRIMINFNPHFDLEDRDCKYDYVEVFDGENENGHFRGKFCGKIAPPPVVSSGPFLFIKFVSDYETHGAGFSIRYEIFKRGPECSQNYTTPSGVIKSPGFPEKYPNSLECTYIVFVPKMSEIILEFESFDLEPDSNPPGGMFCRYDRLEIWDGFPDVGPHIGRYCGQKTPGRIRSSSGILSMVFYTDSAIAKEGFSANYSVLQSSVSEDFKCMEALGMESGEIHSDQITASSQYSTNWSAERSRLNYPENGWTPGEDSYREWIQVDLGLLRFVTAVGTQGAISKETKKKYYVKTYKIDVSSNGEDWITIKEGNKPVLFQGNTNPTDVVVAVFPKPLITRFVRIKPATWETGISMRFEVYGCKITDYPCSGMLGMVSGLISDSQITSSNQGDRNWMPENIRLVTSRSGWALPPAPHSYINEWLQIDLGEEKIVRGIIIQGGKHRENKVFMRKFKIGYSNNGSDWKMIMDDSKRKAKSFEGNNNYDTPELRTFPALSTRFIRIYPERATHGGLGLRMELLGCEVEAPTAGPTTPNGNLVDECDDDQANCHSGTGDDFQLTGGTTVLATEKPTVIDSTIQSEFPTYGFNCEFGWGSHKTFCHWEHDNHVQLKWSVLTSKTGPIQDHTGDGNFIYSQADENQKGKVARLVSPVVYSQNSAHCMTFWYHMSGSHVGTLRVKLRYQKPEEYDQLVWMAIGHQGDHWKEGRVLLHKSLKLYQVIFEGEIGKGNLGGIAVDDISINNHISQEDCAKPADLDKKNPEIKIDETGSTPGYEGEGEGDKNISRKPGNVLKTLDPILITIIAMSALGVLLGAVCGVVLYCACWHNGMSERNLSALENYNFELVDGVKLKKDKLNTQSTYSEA
NadD inh: blocks S. aureus nicotinate mononucleotide adenylyltransferase; purified NadD enzyme, colorimetric absorbance read-out; inhibition, % at 20 µM; hit rate 0.78% among 360,000; AID 602399; in the data active = inhibition above about 26%; note: some compounds past the cut are filed as inactive
Starred values were filed as active, the others as inactive; i = inactive; . = not tested or not shown.

SMILES | LMPTP block | Neddyl block | Tb MetRS inh | SUMO1 PPI mod | DNMT1 inh | STEP inh | SKN-1 block | Scp1 inh | CendR NRP1 mod | NadD inh
COc1ccc([N+](=O)[O-])cc1NCC(=O)c1ccc(C)cc1 | 2.3 | i | -0.5 | -11 | -6 | -1 | 14 | -8 | -3 | 7
CC1CN(C(=O)COC(=O)c2cncc(Br)c2)CC(C)O1 (centres undefined) | -0.3 | i | -0.3 | -3 | 5 | 0 | 11 | . | 17 | -10
COc1ccc(NC(=O)CCNC(=O)c2ccco2)cc1OC | -0.5 | i | 0.7 | 3 | 1 | -1 | 3 | -1 | 2 | 0
CC(C)(C)NC(=O)NC(=O)COC(=O)CNS(=O)(=O)c1ccc(Br)cc1Cl | 0.3 | i | -0.6 | -6 | 0 | -3 | -22 | -1 | 11 | -3
CCCn1c(=O)[nH]c(=O)c2c1nc(-c1ccc3c(c1)OCCO3)n2CCN1CCOCC1 | -1.1 | i | -0.7 | 1 | 2 | -2 | -22 | -12 | -2 | -5
O=C(NC1CCSC1=O)c1cccc(Cl)c1 (centres undefined) | -2.4 | i | 0.3 | -6 | -4 | 1 | 3 | -5 | 1 | 4
Fc1ccccc1COc1ccccc1/C=N/Nc1nc(N2CCCC2)nc(N2CCCC2)n1 | 8.3 | i | -0.1 | 4 | -7 | 3 | 16 | -8 | -8 | 18
CC(=O)c1ccc(OCC(=O)Nc2ccccc2N2CCCC2)cc1 | 0.5 | i | 0.1 | 1 | 2 | -1 | 19 | -8 | 4 | -3
CCCC(=O)NC(c1cccc([N+](=O)[O-])c1)c1ccc2cccnc2c1O (centres undefined) | 1.2 | i | -0.2 | -8 | -4 | 2 | 6 | . | -13 | -3
CCC1(CC)NC(=S)N(Nc2ccccc2)C1=O | -0.2 | i | -0.7 | -5 | 2 | 1 | 9 | -5 | -9 | -1
O=C1c2ccccc2C(=O)C1c1ccncc1 | -0.9 | i | -1.1 | -19 | -2 | -3 | -2 | -9 | -4 | -3
Cc1cc(Cl)ccc1NC(=S)NCc1ccccc1 | 2.0 | i | -0.2 | -5 | -1 | -1 | 15 | -5 | 2 | -6
C=CCN(C(=O)Cn1ncc2c1-c1cc(C)ccc1OC2)c1ccccc1 | 0.1 | i | -0.8 | -1 | -1 | 0 | 2 | -8 | -11 | -5
CC(=O)c1cccc(NC(=S)N2CCN(c3ccccn3)CC2)c1 | 2.7 | i | -0.4 | 2 | -1 | 3 | 9 | -2 | 10 | 0
OCC[C@@H]1C[C@@H](O)[C@H](O)[C@@]2(CCCc3ccccc3O2)O1 | -0.1 | i | 0.1 | 5 | 2 | -1 | 7 | 0 | 25* | -2
CN(C)S(=O)(=O)Nc1ccccc1F | -0.3 | i | -1.2 | -4 | 4 | 3 | -5 | -3 | -4 | -7
O=C(Nc1ccccc1)c1cccc(-c2nnc(-c3ccccc3)o2)c1 | 1.2 | i | -0.8 | 8 | 6 | 0 | 3 | -3 | -4 | 0
COc1ccc(CCNC(=O)c2ccc3c(=O)n(Cc4ccco4)c(=S)[nH]c3c2)cc1OC | 3.5 | i | 0.4 | 11 | -7 | 4 | -7 | 58* | -16 | 23
COc1ccc(N2CCN(c3oc(COc4ccc(Cl)cc4)nc3C#N)CC2)cc1 | 1.4 | i | -1.2 | -5 | -2 | 6 | 8 | 4 | 12 | 4
Cc1ccc(C(=O)NC(O)C(Cl)Cl)cc1 (centres undefined) | -1.2 | i | -0.8 | -1 | 7 | 2 | -3 | -8 | -4 | 2

Reformatted with tabs: 5 of the compounds above.
Molecule	LMPTP block	Neddyl block	Tb MetRS inh	SUMO1 PPI mod	DNMT1 inh	STEP inh	SKN-1 block	Scp1 inh	CendR NRP1 mod	NadD inh
CC1CN(C(=O)COC(=O)c2cncc(Br)c2)CC(C)O1 (centres undefined)	-0.3	i	-0.3	-3	5	0	11	.	17	-10
COc1ccc(NC(=O)CCNC(=O)c2ccco2)cc1OC	-0.5	i	0.7	3	1	-1	3	-1	2	0
CC(C)(C)NC(=O)NC(=O)COC(=O)CNS(=O)(=O)c1ccc(Br)cc1Cl	0.3	i	-0.6	-6	0	-3	-22	-1	11	-3
CCCn1c(=O)[nH]c(=O)c2c1nc(-c1ccc3c(c1)OCCO3)n2CCN1CCOCC1	-1.1	i	-0.7	1	2	-2	-22	-12	-2	-5
O=C(NC1CCSC1=O)c1cccc(Cl)c1 (centres undefined)	-2.4	i	0.3	-6	-4	1	3	-5	1	4

Carrying on.
SMILES | LMPTP block | Neddyl block | Tb MetRS inh | SUMO1 PPI mod | DNMT1 inh | STEP inh | SKN-1 block | Scp1 inh | CendR NRP1 mod | NadD inh
Cn1c(=O)n(C)c2cc(NS(=O)(=O)c3ccc(F)cc3)ccc21 | 2.3 | i | -1.2 | 3 | -2 | -3 | 7 | -6 | 6 | -1
O=C(Nc1ccc2c(c1)OCCO2)C1CCN(C(=O)c2ccc(Cl)cc2)CC1 | -0.6 | i | -1.1 | -2 | -1 | -1 | -2 | 3 | 16 | 1
COC(=O)c1ccc(COc2ccc(/C=N/O)cc2OC)o1 | 0.1 | i | -0.7 | -3 | 11 | 1 | -17 | 1 | -3 | -4
COCCCN1C(=O)C2C(C(=O)Nc3cc(C)cc(C)c3)C3C=CC2(O3)C1C(=O)NC1CCCCC1 (centres undefined) | 1.0 | i | -0.6 | 4 | 15 | -5 | -15 | 25 | 6 | -3
COc1cc(/C=N/NC(=O)c2nc3ccccn3c2C)cc(OC)c1O | 0.3 | i | -0.5 | -4 | 3 | -3 | 4 | -5 | 6 | -4
Oc1ccc(Nc2nc(NCC3CCCO3)c3ccccc3n2)cc1 (centres undefined) | 19 | i | -0.1 | 1 | 1 | 4 | -18 | -4 | 5 | -8
CCCNC(=O)N(CCOC)CC1CCCN(C2Cc3ccccc3C2)C1 (centres undefined) | -2.2 | i | 0.9 | -3 | -6 | 0 | 8 | -2 | 5 | -2
O=C(c1ccc(F)cc1)C1CCN(S(=O)(=O)c2ccccc2)CC1 | -0.5 | i | -0.3 | 3 | -4 | -1 | -6 | -13 | -12 | -15
Cc1cc(CNC(=O)c2ccc3nc(Cc4ccccc4F)oc3c2)nn1C | 0.1 | i | -0.3 | -9 | 1 | 0 | 17 | -3 | 0 | -1
O=C(Nc1ccc2c(c1)OCCO2)C(CCc1ccccc1)N1CCN(c2ccc(F)cc2)CC1 (centres undefined) | 3.9 | i | -0.1 | 0 | -14 | 0 | 5 | . | -3 | 2
Cc1cc(C(=O)COC(=O)c2ccc3c(c2)NC(=O)CS3)c(C)n1CCc1ccc(Cl)cc1 | -0.1 | i | -0.1 | 2 | -4 | -2 | 2 | -4 | -2 | 7
O=C(CCSc1nnc2ccccn12)Nc1ccc(F)cc1 | -1.1 | i | -0.3 | -3 | 0 | 0 | -1 | -2 | -4 | -7
CC(C)(C)OC(=O)N1CCC[C@H]1c1nnc(SCC(=O)Nc2ccc(Br)cc2)o1 | -1.9 | i | -0.3 | 5 | -3 | 0 | 14 | -7 | -9 | -2
Cc1nc2ccc(NS(=O)(=O)c3ccc(F)cc3)cc2s1 | 0.1 | i | -0.2 | 0 | 0 | 2 | 9 | -4 | 9 | -4
CCCS(=O)(=O)NC(=O)C1(C)CCN(C(=O)c2ccccc2OC(C)=O)C1 (centres undefined) | -1.2 | i | 0.9 | 8 | 1 | 2 | 19 | . | 0 | 0
Cc1ccc(Nc2ccc(C(F)(F)F)cc2[N+](=O)[O-])cc1 | 2.7 | i | -0.5 | -7 | 1 | 3 | 10 | -12 | -4 | 16
Cc1ccc(-n2sc3ccccc3c2=O)cc1 | 0.0 | i | 0.7 | 2 | 5 | -3 | -3 | 64* | -11 | -2
COCCN(C(=O)CSc1nc2ccc(Cl)cc2[nH]1)c1c(N)n(Cc2ccccc2)c(=O)[nH]c1=O | 1.4 | i | 0.1 | 5 | -11 | 1 | 15 | -5 | 10 | 7
Cc1c(S(=O)(=O)N2CCN(c3ccccc3)CC2)c(=O)n(C)c(=O)n1C | 1.7 | i | 0.1 | 0 | -1 | -2 | -8 | 4 | -6 | -2
COc1cccc(OCCCCSc2ncccn2)c1 | 1.1 | i | -0.2 | 0 | 1 | 1 | -3 | -2 | -8 | -1
Cn1c(=O)n(C)c2cc(CN3C(=O)OC(C)(C)C3(C)O)ccc21 (centres undefined) | -1.2 | i | 0.1 | 2 | 1 | 6 | -3 | -6 | 0 | 2
N#CCC(=O)Nc1cc(C(F)(F)F)ccc1N1CCOCC1 | -2.1 | i | -0.1 | 1 | 0 | 1 | -2 | -9 | 2 | 5
Cc1onc(-c2ccc3c(c2)OCO3)c1-c1ccc2[nH]ccc2c1 | 3.1 | i | 0.3 | 2 | -29 | -2 | 33 | -8 | 8 | 0
CC(=O)N1CC(c2ccccc2)C(c2ccc(Cl)cc2)=N1 (centres undefined) | -0.9 | i | -0.4 | 0 | -3 | 4 | 7 | -7 | 13 | -5
COc1ccc(C(=O)NCC(c2ccco2)N2CCc3ccccc32)cc1 (centres undefined) | 1.4 | i | -0.4 | -2 | -1 | 1 | -11 | -6 | -3 | 0
Cc1onc(-c2ccccc2)c1C(=O)N1CCN(c2ccccn2)CC1 | 0.8 | i | -0.3 | -3 | 0 | -1 | 14 | -5 | -3 | 1
CCOC(=O)Cc1csc(NC(=O)CSc2cc(Cl)ccc2Cl)n1 | -0.7 | i | -1.4 | 0 | 6 | 0 | -6 | 0 | 9 | -1
O=C(CCNS(=O)(=O)c1cccc2nsnc12)N1CCN(c2ccccn2)CC1 | -1.8 | i | -1.0 | -23 | -3 | -3 | 0 | . | 4 | -2
COc1ccc2c(/C=N/Nc3ccc(C(=O)O)cc3)c[nH]c2c1 | 1.4 | i | 0.2 | -13 | 0 | 1 | 9 | 16 | -124 | 3
CC(=O)c1ccc(NC(=O)C(C)N(C)CC(=O)Nc2ccc(N3CCOCC3)cc2)cc1 (centres undefined) | -1.5 | i | 0.0 | 4 | -10 | -5 | -9 | -5 | -11 | 0
Cc1ccc(C)c(-n2c(CNc3ccc(F)cc3)nnc2SCC(N)=O)c1 | -1.1 | i | -0.1 | 4 | 1 | -3 | 5 | -5 | 2 | 3
COc1ccc(C2C(C(C)=O)=C(C)N=c3s/c(=C\c4ccco4)c(=O)n32)c(OC)c1 (centres undefined) | 1.9 | i | -1.4 | -24 | -20 | 4 | -2 | 9 | -10 | 22
O=C(NC(Nc1ccccn1)C(Cl)(Cl)Cl)c1ccccc1 (centres undefined) | 0.2 | i | 0.0 | 3 | -1 | -4 | 12 | -3 | 8 | -3
